Chronic BCR inh = blocks chronic active B-cell receptor signaling. AID 493014. 0.05% of 340,000 active. ABC-DLBCL IkBa-CBG/CBR reporter, luminescence ratio, 4 h. Potency, µM (top dose mostly 46.1 µM), for inactives: at the highest dose ratio change, negative = lower green/red ratio, usual class: inhibitors; active = well fitted inhibition curve with a large enough effect in the signal ratio, with a control signal flat, not every such curve was filed as active; inconclusive = small, poorly fitted or top-dose-only effect, or effect the other way, or a change in a side signal; the % refers to the signal ratio;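 also: potency is read from the fitted curve at half-maximal effect; plate controls were basal doxycycline-induced cells for no effect and cells given 10 µM MG132 for full effect; MG132 reads +100%, hits lower the ratio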
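Doxycycline induced both beetle luciferases in TMD8 lymphoma cells; IKK-driven degradation limits the IkappaBalpha-fused green signal, while red luminescence normalises for cell number and nonspecific effects. Compounds tested up to 46 uM, 4 hrs.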
Tb PFK block = blocks T. brucei phosphofructokinase; Potency, µM (top dose mostly 57.5 µM), inactives show at the highest dose activity, negative = inhibition, most hits filed as inhibitors; AID 485367; O15648; 0.17% of 330,000 active; T. brucei PFK, ADP-Glo luminescence;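 also: potency is read from the fitted curve at half-maximal effect; 0% = uninhibited 1x PFK enzyme wells and -100% = no-enzyme wells; nearly all actives have a fitted effect of over 60% in size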
Target sequence (O15648 whole entry, looked up): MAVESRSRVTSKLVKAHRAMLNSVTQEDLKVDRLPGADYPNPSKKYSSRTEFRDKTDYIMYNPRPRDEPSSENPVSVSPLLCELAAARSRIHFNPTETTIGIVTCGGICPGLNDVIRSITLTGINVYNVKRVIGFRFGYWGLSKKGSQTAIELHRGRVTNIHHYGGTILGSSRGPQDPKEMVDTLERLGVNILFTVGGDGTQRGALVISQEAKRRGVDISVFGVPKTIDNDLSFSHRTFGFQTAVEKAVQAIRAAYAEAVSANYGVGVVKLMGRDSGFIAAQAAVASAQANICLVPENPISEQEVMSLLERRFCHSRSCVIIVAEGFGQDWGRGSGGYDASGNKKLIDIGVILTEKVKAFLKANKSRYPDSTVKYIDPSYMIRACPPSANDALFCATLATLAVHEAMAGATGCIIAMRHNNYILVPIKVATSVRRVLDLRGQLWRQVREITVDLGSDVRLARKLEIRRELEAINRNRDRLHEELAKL
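Compounds were pin-transferred as a titration series up to 57 uM into substrate buffer (0.5 mM F6P, 0.1 mM ATP, pH 8.0), then 1.25 nM PFK was added and reactions ran 45 min before ADP-Glo detection.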
hERG WT inh = inhibitors of human wildtype KCNH2 potassium channel; U2OS, BacMam KCNH2, thallium flux FluxOr; hits give low values; Q12809; activity change, % at 1.84 µM; 0.37% of 340,000 active; AID 720551;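 active = maximum activity change below -70%; inconclusive = maximum activity change between -70% and -50%; inactive = maximum activity change above -50%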; also: % is scaled to controls: 0 for no effect and ±100 for the full control effect
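U2OS cells transduced with wild-type KCNH2 virus are loaded with FluxOr dye for 45 min, and thallium flux is measured in kinetic reads before and after stimulation buffer. Rate constants are normalized to DMSO controls.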
TSHR antag = human thyrotropin receptor antagonism; 0.2% of 330,000 active; TSHR-expressing cells, TSH-stimulated cAMP HTRF, 2 h; hits give low values; P16473; AID 504810; activity change, negative = inhibition, % at 11.5 µM;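 active = activity change below a set negative limit, meaning inhibition stronger than a set level, cut at about -70% in these data; inconclusive = activity change between two set negative limits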; also: % is scaled to controls: 0 for no effect and ±100 for the full control effect
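Cell-based HTRF cAMP assay; TSHR cells + compound, TSH EC80 (4nM final), 2 h, 37 deg C. Lysis with anti-cAMP cryptate and cAMP-d2, 30 min RT, read 665/620 nm.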
GALK inh = blocks human galactokinase activity. P51570. Purified GALK, Kinase-Glo residual ATP luminescence. Potency, µM (series often up to 57.5 µM), for inactives: at the highest dose activity change, negative = inhibition, most hits filed as inhibitors. 0.007% of 270,000 active. AID 1868; also: potency is read from the fitted curve at half-maximal effect; % is scaled to controls: 0 for no effect and ±100 for the full control effect
Target sequence (P51570 whole entry, looked up): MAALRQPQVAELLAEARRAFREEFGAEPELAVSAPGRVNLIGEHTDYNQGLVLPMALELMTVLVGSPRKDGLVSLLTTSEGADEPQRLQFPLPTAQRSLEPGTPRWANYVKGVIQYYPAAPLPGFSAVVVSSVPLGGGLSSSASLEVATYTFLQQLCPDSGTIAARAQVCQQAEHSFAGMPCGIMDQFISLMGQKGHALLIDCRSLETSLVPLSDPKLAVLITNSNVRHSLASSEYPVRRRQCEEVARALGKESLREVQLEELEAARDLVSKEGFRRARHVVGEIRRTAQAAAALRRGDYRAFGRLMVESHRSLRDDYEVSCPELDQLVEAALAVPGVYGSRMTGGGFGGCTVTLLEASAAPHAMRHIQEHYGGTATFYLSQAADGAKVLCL
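Compounds were pin-transferred into ATP buffer (35 uM final), then GALK plus galactose (5 nM, 100 uM final) was added. After 1 h at room temperature, Kinase-Glo Plus was added and luminescence read after 10 min.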
Coupling enz = counter-screen for Giardia aldolase inhibitors: coupling enzyme system; coupling enzyme system counterscreen, AmpLite Red fluorescence; activity change, negative = inhibition, % at 58.2 µM, hits read low; 0.67% of 290,000 active; AID 2472; in the data active = activity change below about -30%; also: % is scaled to controls: 0 for no effect and ±100 for the full control effect
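Counterscreen lacking aldolase: glyceraldehyde-3-phosphate coupling-enzyme reagent preincubated 10 min at RT with compound (at 57.5 uM final), then substrate/coupling system with AmpLite Red added; fluorescence read at 525/598 nm after 20 min RT.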
TCR act = T cell receptor activation | 330,000 tested, under 10 active | primary human leukocytes, anti-CD3, IL-2 HTRF, 48 h | Potency, µM (top dose mostly 9.22 µM), for the others: at the top dose activation of IL-2 secretion, most hits filed as activators | AID 504894; also: % of control where 0% means no effect
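TCR engagement came from a-CD3 beads alone, with compounds added to primary human leukocytes for 48 hr. Secreted IL-2 bridged europium cryptate- and d2-labelled anti-IL-2 antibodies, giving FRET emission at 665nm after 320nm excitation.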
AT treatment = candidate therapy for ataxia-telangiectasia | […] A-T fibroblasts, KAP-1 phosphorylation AlphaLISA; neocarzinostatin DNA damage 30 min before lysis | Potency, µM (doses to about 57.5 µM), for the others: at the highest dose activation, usual class: activators | 0.19% of 320,000 active; also: potency is read from the fitted curve at half-maximal effect; % of control where 0% means no effect; nearly all actives have a fitted effect of over 45% in size
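ATM-like activity read as KAP-1 phosphorylation via AlphaLISA donor/acceptor antibody pairs after lysis and 6 hr at 25C. Cells were ATM-null patient fibroblasts ([…], hTERT), dosed 60 min, then exposed to the DSB inducer NCS for 30 min.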
Giardia kill = Giardia lamblia killing; activity change, % at 7.66 µM, hits read low; 0.15% of 340,000 active; Giardia lamblia trophozoite viability; in the data active = activity change below about -80%; inconclusive = between about -30% and that limit;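 also: parasites exposed to compound for two days anaerobically before the ATP read; % is scaled to controls: 0 for no effect and ±100 for the full control effect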
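Giardia trophozoites, 100 cells per well, were exposed to compounds for 48 hrs at 37 deg C under anaerobic conditions; viability was then read as ATP content by bioluminescence after 15-30 min at room temperature.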
MLL CXXC-DNA inh = MLL CXXC-DNA interaction inhibition | Q03164 | MLL-CXXC / FITC-HOXA9 DNA fluorescence polarization | Potency, µM (series often up to 115 µM), for inactives: at the highest dose activity change, negative = inhibition, most hits filed as inhibitors | 0.037% of 290,000 active | AID 2662; active = well fitted inhibition curve with a large enough effect in the polarisation, with a control signal flat, not every such curve was filed as active; inconclusive = small, poorly fitted or top-dose-only effect, or effect the other way, or a change in a side signal; inactive = no such curve, though single readings can be large or run the other way; the % refers to the polarisation; also: potency is read from the fitted curve at half-maximal effect
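Steps: dispense CXXC domain solution (7 uM) → pin compounds or unlabeled HOX-A9 DNA control → 5 min ambient → add FLSN-HOX-A9 solution (50 nM) → spin → 30 min ambient → fluorescence polarization. Tris pH 7.5/NaCl/DTT/BSA buffer.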
Active calls of the source: *; ? = inconclusive; / = no result given; [ ] = dose if it differs, or a comment. Unless noted, calls follow the shape of the dose curve; as a rule, active = well fitted curve in the direction sought with a large enough effect; inconclusive = small, poorly fitted or top-dose-only effect, or another doubt; inactive = no such curve, though single readings can be large; an effect the other way counts as inactive or inconclusive. Rows were taken by chance. Share with any hit: about 1.6%.

SMILES | Chronic BCR inh | Tb PFK block | hERG WT inh | TSHR antag | GALK inh | Coupling enz | TCR act | AT treatment | Giardia kill | MLL CXXC-DNA inh
O=C(CN1CCN(c2ccccc2)CC1)N/N=C/c1cccc(F)c1 | 0% | -1% | 7 | 3 | 2% | -1 | -2%[46.1 µM] | -11% | 3 | -3%
COC(=O)c1[nH]c2cc(OC)ccc2c1NC(=O)CCN1CCSCC1 | -1% | 1% | 8 | -1 | / | 3 | 0% | -12% | 8 | 17%
Cc1cc(OC(=O)c2ccco2)c2c(C)cc(=O)oc2c1 | / | / | -10 | / | 2% | 0 | -3% | / | -3 | 81%[activator]
Cc1ccc(OCC(=O)OC(C)C(=O)NC2CCCCC2C)cc1C (stereo not drawn) | 1% | 5% | -1 | 8 | / | / | 5% | 13% | 15 | /
COC(=O)c1ccc(/C=N/N2CCN(Cc3ccc(Cl)cc3)CC2)cc1 | 0% | 1% | 4 | -5 | 2% | -1 | 6% | -9% | 7 | 0%
CC(=O)n1cc([C@H]2C=C(C(=O)N3CCOCC3)O[C@@H](OCc3ccc(CO)cc3)C2)c2ccccc21 | 0% | -5% | -11 | 10 | 3% | -7 | -1% | 6% | -15 | -11%
CCn1c(SCC(=O)NCc2ccc(F)cc2)nc2c(c1=O)SC(C)C2 (stereo not drawn) | 5% | -1% | 13 | 11 | -2% | -4 | 1%[46.1 µM] | 4% | 8 | 7%
CC(Oc1ccccc1)C(=O)Nc1ccc(F)c(S(=O)(=O)N2CCOCC2)c1 (stereo not drawn) | 0% | 5% | 17 | -6 | / | / | -1% | 3% | -9 | /
Cc1cc(C)c(NC(=O)C(C)c2cccc(C(=O)c3ccccc3)c2)c(C)c1 (stereo not drawn) | -1% | 0% | -17 | -14 | / | -2 | -6% | -14% | 0 | -4%
O=S1(=O)CCN(OCc2ccc(F)cc2Cl)CC1 | 1% | -5% | 5 | 0 | 6% | 2 | 1% | 1% | -7 | 1%
COc1ccc(NC(=O)CN2C(=O)NC3(CCCCC3C)C2=O)cc1OC (stereo not drawn) | 3% | 3% | 1 | 7 | / | / | -14% | -6% | 12 | /
CC(Sc1ncnc2sc(-c3ccccc3)cc12)C(=O)NCC1CCCO1 (stereo not drawn) | 10% | 0% | -11 | -13 | / | / | 4% | 3% | 5 | /
CC1=CN2C(=NC(=O)CC2(C)C(=O)N(CC(=O)NC2CCCC2)c2ccccc2C)C=C1 (stereo not drawn) | 8% | 1% | 4 | 3 | 0% | 0 | 10%[46.1 µM] | 3% | 3 | -4%
CCn1c(SCC(=O)Nc2ccc(OC)c(OC)c2)nc2c(c1=O)SCC2 | ? | -18% | 1 | 9 | 9% | / | -35% | -2% | 2 | 3%
Cc1cccc(N2CCN(C(=O)CCCn3c(=S)[nH]c4cc5c(cc4c3=O)OCO5)CC2)c1C | 7% | -1% | -10 | -3 | 3% | -1 | -1% | 2% | 37[activator] | 1%
CCCn1ncc(CN2CCC(C(=O)Nc3cccc(-c4cccc(F)c4)c3)CC2)c1C | ? | -22% | ? | 11 | 3% | -2 | -1% | -12% | 17 | 5%
COc1ccc(NC(=O)Cn2nc(C(F)(F)F)c3c2CCCC3)c(OC)c1 | 10% | -1% | 12 | 7 | 0% | 0 | 0% | 0% | -10 | -2%
CCOc1cccc2c1OC1(C)CC2NC(=O)N1Cc1ccccc1 (stereo not drawn) | 2% | 2% | / | 1 | 0% | 0 | 1% | 2% | 7 | 7%
O=C(O)c1ccc(NC(=O)c2cn(-c3ccccc3)nc2-c2ccc(Cl)cc2)cc1 | ? | 3% | 7 | -23 | -6% | -1 | 5% | 0% | 2 | 15%
CC(=O)c1cc(CN2CCC(N3CCC(C(=O)N4CCCC4)CC3)CC2)cs1 | ? | -1% | 1 | -18 | 1% | 2 | 1% | 1% | -12 | -10%
c1ccc(-n2cnc3ccccc32)cc1 | -10% | -6% | -13 | 1 | 3% | 2 | -19% | 6% | 10 | -4%
COc1cccc(C(=O)NCCC2=CCCCC2)c1 | ? | -4% | 3 | 4 | -1% | -1 | -15% | 2% | -3 | 1%
CSc1ccccc1NC(=O)Nc1cccc(Cl)c1Cl | ? | -4% | -10 | -15 | 0% | -1 | -4% | -3% | 3 | 3%
COCCCn1c2nc3ccccc3nc2c2c(=O)n(Cc3cccs3)cnc21 | 2% | 1% | / | 3 | 0% | -1 | / | 2% | / | 15%
O=c1[nH]c(Cc2ccc(F)cc2)nc2scc(-c3ccc(F)cc3)c12 | 0% | -4% | 3 | -3 | -3% | 2 | -14%[46.1 µM] | 8% | -17 | 4%
CCOc1ccc(C(=O)COC(=O)Cn2cnc3c2c(=O)n(C)c(=O)n3C)cc1 | 0% | 5% | 27 | 11 | / | / | 6% | -3% | -4 | /
CCOC(=O)N1CCC(Nc2c(NCCCN(CC)c3cccc(C)c3)c(=O)c2=O)CC1 | 1% | -4% | 34 | -18 | 0% | -1 | -7% | -7% | 12 | -2%
CCOC(=O)CNC(=O)COc1ccc(Cl)cc1Br | 7% | 3% | 18 | -9 | -4% | 3 | -5% | -1% | 1 | -5%
CC1CCCCN1C(=O)CN1C(=O)CN(C)C(=O)c2ccccc21 (stereo not drawn) | -1% | 2% | 55 | 9 | 2% | 1 | -1% | ? | -1 | -6%
CCC(C)c1ccccc1NC(=O)C(C)N(C)Cc1cccc(OC)c1 (stereo not drawn) | 0% | -4% | 4 | 3 | 11% | -1 | 6% | 6% | 19 | -5%
CCOC(=O)C1CCN(S(=O)(=O)c2c(C)noc2C)CC1 | 2% | 0% | -12 | 7 | 5% | / | 0% | 11% | -3 | -14%
COc1cccc(CN2CCN(Cc3cccn3-c3cccnc3)CC2CCO)c1 (stereo not drawn) | -2% | 1% | / | 4 | 4% | 1 | -1% | 5% | -11 | -4%
O=S(=O)(O)c1nc2ccccc2[nH]1 | 0% | 0% | / | 28 | 5% | -5 | 4% | 33% | 3 | 3%
COc1ccc(NS(=O)(=O)c2cccc(C(=O)NN=Cc3ccc(OC)c(O)c3)c2)cc1 | -11% | 6% | -3 | -11 | / | / | 4% | 3% | 4 | /
Cc1nnc(SCC(=O)Nc2ccccc2NC(=O)CSc2nnc(C)s2)s1 | / | / | -3 | / | -3% | -1 | -5% | / | -5 | -2%
COC(C[C@H](O)C[C@H](O)[C@H](C)OCc1ccccc1)OC | 4% | -1% | -7 | 8 | 1% | 4 | -11% | -7% | 3 | -8%
CCOc1ccc(N(CC(N)=O)S(=O)(=O)c2ccc(F)cc2)cc1 | 1% | -4% | 22 | 5 | 1% | 4 | 5% | -5% | -8 | -2%
CN(C)S(=O)(=O)c1ccc(N/C=C(\[N+](=O)[O-])S(=O)(=O)c2ccccc2)cc1 | -2% | -1% | 5 | 0 | 3% | 3 | -93% | -4% | 5 | ?
COc1ccccc1NC(=O)Cc1noc(CSc2cccc[n+]2[O-])n1 | 23µM* | -5% | 3 | 8 | -7% | 1 | 6% | -2% | 10 | -5%
COc1ccc(CC(=O)NCCCc2ccccc2)cc1OC | ? | -6% | 0 | 10 | 5% | 0 | 2% | -4% | -22 | -12%
COc1ccccc1N1C(=O)CSC1=NC(=O)c1ccccc1 | ? | -4% | 3 | -6 | 1% | 0 | 0% | 4% | 8 | -8%

Retrieved one by one from above:
SMILES | Chronic BCR inh | Tb PFK block | hERG WT inh | TSHR antag | GALK inh | Coupling enz | TCR act | AT treatment | Giardia kill | MLL CXXC-DNA inh
CN(C)S(=O)(=O)c1ccc(N/C=C(\[N+](=O)[O-])S(=O)(=O)c2ccccc2)cc1 | -2% | -1% | 5 | 0 | 3% | 3 | -93% | -4% | 5 | ?
CCOC(=O)C1CCN(S(=O)(=O)c2c(C)noc2C)CC1 | 2% | 0% | -12 | 7 | 5% | / | 0% | 11% | -3 | -14%
Cc1nnc(SCC(=O)Nc2ccccc2NC(=O)CSc2nnc(C)s2)s1 | / | / | -3 | / | -3% | -1 | -5% | / | -5 | -2%
COc1cccc(CN2CCN(Cc3cccn3-c3cccnc3)CC2CCO)c1 (stereo not drawn) | -2% | 1% | / | 4 | 4% | 1 | -1% | 5% | -11 | -4%
COc1ccccc1N1C(=O)CSC1=NC(=O)c1ccccc1 | ? | -4% | 3 | -6 | 1% | 0 | 0% | 4% | 8 | -8%
COc1ccc(CC(=O)NCCCc2ccccc2)cc1OC | ? | -6% | 0 | 10 | 5% | 0 | 2% | -4% | -22 | -12%

Compound activity (PubChem)
